# Assay outcomes deposited in PubChem BioAssay by several laboratories.
# CAL PDZ FP = CAL PDZ (human) peptide binding inhibition; Q9HD26; purified CAL PDZ, TMR-peptide fluorescence polarization, 1 h; inhibition, % at 24.9 µM; actives 0.92% (n = 300,000);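 active = mean inhibition of at least 30% with at least half of replicates also reaching 30%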;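 also: 0% = DMSO neutral control and 100% = excess unlabeled competitor peptide PRC23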
# V-ATPase pHluor = alters yeast V-ATPase proton transport; S. cerevisiae, pHLuorin cytosolic pH fluorescence; response, % at 10 µM; actives 0.37% (n = 350,000); AID 504577; in the data active = response mostly above about 7.3%, no sharp cut-off; inactive = mostly below about 5.4%; also: actives read high; inactives centre near 0; some compounds called inactive have numbers as strong as hits; reference of the scale not given here
# cardiac RTF act = increases calcium sensitivity of human cardiac regulated thin filaments. P19429+P45379. IANBD-labeled TnC RTF fluorescence at EC20 calcium; 0% EC20 calcium, 100% full calcium. activation, % at 7.2 µM. actives 0.24% (n = 340,000);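 active = activation above the mean over all tested compounds plus 3 SD, cut at about 30% in these data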;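 also: rise in fluorescence read as greater calcium sensitivity of cardiac thin filaments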
# Keap1 Nrf2 FP = inhibitors of human Keap1-Nrf2 protein-protein interaction | inhibition, % at 9.4 µM | Q14145 | actives 0.15% (n = 340,000) | Keap1 Kelch-Nrf2 peptide fluorescence polarization, 1536-well; in the data active = inhibition above about 12%;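 also: human Keap1 Kelch domain with fluorescein labeled Nrf2 9mer peptide probe; 0% = neutral control wells and 100% = peptide positive control; higher means more block of Keap1 binding to Nrf2 peptide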
# Target sequence (Q14145 whole entry, looked up, the tested form may be a part): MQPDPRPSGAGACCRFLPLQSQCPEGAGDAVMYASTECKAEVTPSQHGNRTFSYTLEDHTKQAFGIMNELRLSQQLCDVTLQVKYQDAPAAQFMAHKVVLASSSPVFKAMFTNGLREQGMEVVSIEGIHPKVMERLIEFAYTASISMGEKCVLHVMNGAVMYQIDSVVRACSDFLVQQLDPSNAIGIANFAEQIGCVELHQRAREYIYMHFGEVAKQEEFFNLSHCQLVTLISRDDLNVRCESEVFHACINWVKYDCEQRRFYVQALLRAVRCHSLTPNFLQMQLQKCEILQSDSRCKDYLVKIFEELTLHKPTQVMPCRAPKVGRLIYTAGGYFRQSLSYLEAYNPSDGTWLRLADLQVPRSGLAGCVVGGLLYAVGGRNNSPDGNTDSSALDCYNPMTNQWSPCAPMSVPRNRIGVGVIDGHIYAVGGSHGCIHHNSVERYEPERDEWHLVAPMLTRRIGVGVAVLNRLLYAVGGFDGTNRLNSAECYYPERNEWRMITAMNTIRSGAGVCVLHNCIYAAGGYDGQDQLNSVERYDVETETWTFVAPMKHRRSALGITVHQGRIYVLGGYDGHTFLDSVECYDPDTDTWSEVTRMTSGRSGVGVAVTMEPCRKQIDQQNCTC
# HTR5A ag = HTR5A agonism, opioid heterodimer counter-screen. activation, % at 9.3 µM. P47898. HTR5A agonist assay, luminescence, cell-based. actives 0.61% (n = 340,000); in the data active = activation mostly above about 9.5%, no sharp cut-off; inactive = mostly below about 7.6%;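 also: 0% = cells with vehicle only and 100% = reference agonist; strong numbers were not always called active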
# Target sequence (P47898 whole entry, looked up): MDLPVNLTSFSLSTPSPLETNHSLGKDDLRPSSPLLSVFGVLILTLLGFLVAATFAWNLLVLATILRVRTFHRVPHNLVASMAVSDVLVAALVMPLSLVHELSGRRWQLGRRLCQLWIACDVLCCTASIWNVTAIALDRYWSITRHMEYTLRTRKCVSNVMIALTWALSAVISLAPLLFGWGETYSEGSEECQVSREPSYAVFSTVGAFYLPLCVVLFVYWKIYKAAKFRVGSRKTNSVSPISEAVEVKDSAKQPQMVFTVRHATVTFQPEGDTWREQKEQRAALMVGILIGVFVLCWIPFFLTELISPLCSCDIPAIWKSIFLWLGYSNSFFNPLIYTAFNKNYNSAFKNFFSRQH
# OPRM1-OPRD1 inv = mu-delta opioid heterodimer inverse agonism | inhibition, % at 9.3 µM | actives 0.21% (n = 340,000) | P35372+P41143 | cell-based MOR-DOR heterodimer luminescence; in the data active = inhibition above about 22%, passing the limit was not always enough;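 also: 0% = cells with DMSO and 100% = wells without cells with DMSO; values of inactives mirror those of a sister screen read the other way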
# HTR5A inv ag = inverse agonist of human HTR5A in OPRM1-OPRD1 counter-screen; P47898; HTR5A cell line, luminescence, inverse agonism; inhibition, % at 9.3 µM; actives 0.083% (n = 340,000); AID 504634; in the data active = inhibition mostly above about 23%, no sharp cut-off; inactive = mostly below about 18%;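 also: 0% = cells with DMSO and 100% = no-cell wells with DMSO; some compounds called inactive have numbers as strong as hits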
# RTF Ca sens inh = cardiac RTF calcium desensitization; AID 493244; P19429+P45379; inhibition, % at 7.15 µM; IANBD-labeled cardiac RTF, Ca2+ fluorescence; actives 0.12% (n = 340,000);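 active = inhibition above the mean inhibition of all tested compounds plus 3 SD, cut at about 17% in these data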;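 also: assay run at fixed EC70 calcium of 1.6 mM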
# C-LANA FP = KSHV C-LANA DNA binding inhibition; MBP-C-LANA/FAM-LBS DNA binding, fluorescence polarization; inhibition, % at 9 µM; actives 0.078% (n = 340,000);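 active = highest replicate inhibition at or above 60% at 9 µM, even if other replicates fall short; inactive = all replicates below 60% inhibition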;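 also: 0% = neutral control wells and 100% = 4 µM acridine orange control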
# MOR-DOR ag = OPRM1-OPRD1 heterodimerization agonism; P35372+P41143; cells, luminescence; activation, % at 9.3 µM; actives 0.3% (n = 340,000); in the data active = activation above about 18%;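 also: 0% = vehicle-treated cells and 100% = reference agonist; values of inactives mirror those of a sister screen read the other way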
# Numbers without * were called inactive; · = no result given; & = joins results of further samples.
Structure,CAL PDZ FP,V-ATPase pHluor,cardiac RTF act,Keap1 Nrf2 FP,HTR5A ag,OPRM1-OPRD1 inv,HTR5A inv ag,RTF Ca sens inh,C-LANA FP,MOR-DOR ag
CCC(CC)C(=O)Nc1nnc(SCC(=O)NC(C)(C)C)s1,·,-3,2,0,4,21,1,-10,1.0,-4.2
CCC(CC)COC(=O)C1=C(C)NC(=O)NC1c1ccc([N+](=O)[O-])cc1 (configuration not stated),-1,-2,-4,2,5,-27,-16,-4,3.1,5.0
Cc1cccc(N(CC(=O)NCc2ccccc2)C(=O)CCC(=O)Nc2nccs2)c1,7,6,-3,-2,7,-7,-22,3,1.2,0.9
CCN(CC)C(=O)Cn1cc(S(=O)(=O)CC(=O)NCc2ccc(F)cc2)c2ccccc21,-6,-3,2,1,-2,10,12,-13,1.1,-3.1
Cc1n[nH]c(=O)c2c(NC(=O)CSc3ccc(F)cc3)oc(C)c12,-1,-2,1,-2,-1,3,7,-4,-2.9,-0.5
Cc1ccc(NS(=O)(=O)c2cc(C(=O)O)ccc2Cl)c(C)c1,-3,-1,1,-2,-2,15,-4,-3,-0.9,-2.6
O=C(CC1SC(=Nc2ccccc2)N(CCc2c[nH]c3ccccc23)C1=O)Nc1ccccc1F (configuration not stated),0,1,2,-5,9,-11,-22,12,0.5,2.0
CCN(CC)C(=O)c1[nH]cnc1C(=O)N[C@@H](CC(C)C)C(=O)OC(C)(C)C,3,-3,-6,-2,0,18,-12,-7,3.5,-3.3
Cc1nnc(Nc2ccc(S(N)(=O)=O)cc2)c2ccccc12,-3,0,0,1,0,16,1,6,1.3,-3.3
O=S(=O)(CCc1nc2ccccc2o1)c1ccc2ccccc2c1,-3,1,-1,-3,5,-2,-25,-18,-1.3,0.3
CCOc1ccc2c(c1)-c1c(ssc1=S)C(C)(C)N2C(=O)c1ccco1,0,-3,1,-5,-6,15,25,-15,-0.7,-2.9
CCC1(c2ccc(F)cc2)NC(=O)N(CC(=O)Nc2ccc3c(c2)OCCO3)C1=O (configuration not stated),12,1,6,2,4,0,11,-9,0.2,-0.1
CC(C)(C)c1ccc(/C=C/C(=O)O)s1,-3,0,-7,-8,0,-1,9,-3,-0.4,0.2
O=C(CCCNS(=O)(=O)c1ccc(Cl)c(Cl)c1)NCCc1ccccn1,-7,2,5,-1,1,3,-4,-8,2.0,-0.7
CCOC(=O)c1c(C2CC2)csc1NC(=O)CSCc1c(C)noc1C,2,2,0,-3,2,-13,-4,2,-0.6,2.4
COc1nc(-c2ccc(C)cc2)ccc1-c1noc(-c2ccco2)n1,4,-4,-2,-5,0,-26,1,-14,1.9,4.2
CC(C)C[C@@H](CN1CCCC1CN1C(=S)NC[C@@H]1Cc1ccc(O)cc1)N1C[C@H](Cc2ccc(O)cc2)N(CC2CCCCC2)C1=S (some centres not stated),-6,-3,2,-2,-1,-25,3,-1,-0.8,5.3
COc1ccc(O)c(C(=O)c2cnc3c(c2)c(=O)[nH]c(=O)n3C)c1,2,-3,3,-2,1,14,-13,-11,-1.7,-2.7
COc1ccc(-c2cc3c(=O)n(CC(=O)Nc4cccc(Cl)c4)ncn3n2)cc1,-1,4,0,2,3,13,-19,-1,0.3,-2.4
Cc1ccccc1-c1nc(C#N)c(NCc2ccco2)o1,-3,-1,-1,-2,9,7,-26,-6,-0.3,-1.0
CC1CCN(C(=O)Cn2c(=O)n(-c3ccc(F)cc3)c(=O)c3sccc32)CC1,-2,-3,4,-4,3,2,6,-6,-0.9,-0.5
CCN1CCN(C(=O)CS(=O)Cc2nc(-c3ccc(OC)cc3)oc2C)CC1 (configuration not stated),·,-1,-1,-5,-3,4,-21,-1,0.9,-0.8
CC1CCC2(CC1)NC(=O)N(CC(=O)N1CC(C)CC(C)C1)C2=O (configuration not stated),-4,0,-4,1,1,14,-3,-4,0.5,-3.6
FC(F)(F)C(F)(F)c1nnc2ccc(-n3ccnc3)nn12,11,8,3,-4,-1,1,4,-2,0.1,-0.1
COC(=O)c1nn(-c2ccc3c(c2)OCO3)cc1O,·,-3,2,-7,-3,11,15,-1,0.3,-2.0
COc1ccc(OCCCC(=O)Nc2cccc([N+](=O)[O-])c2C)cc1,-7,4,6,-2,0,10,-9,-4,-1.1,-2.2
O=C(Nc1ccc(Cl)cn1)C1CCN(S(=O)(=O)c2cccs2)CC1,4,3,16,-5,-1,-17,2,-3,-1.6,3.1
CC(=O)Nc1cccc(-c2nnc(-c3ccccc3)o2)c1,0,-1,0,3,-1,13,5,14,0.1,-2.3
Cc1ccc(C(=O)C(=S)N2CCOCC2)cc1,4,1,-7,-4,4,2,-6,-9,-0.5,-0.4
Cn1cccc1C(C(=O)NC1CCCCC1)N(C(=O)Cc1cccs1)c1ccc2c(c1)OCO2 (configuration not stated),-1,3,6,-1,-5,0,14,-9,1.2,0.0
COc1cc(C(=O)NCCC(C)C)c([N+](=O)[O-])cc1OC,-1,4,5,-4,-4,9,-4,-3,0.2,-1.5
Cc1cc(CCCCCCCCc2cc(C)cc(=O)o2)oc(=O)c1,-5,-2,10,0,1,17,2,-6,-0.4,-3.2
CCOc1ccccc1C(=O)Nc1cccc(-c2ccc3nncn3n2)c1,-4,-4,0,-4,2,11,-7,-1,0.3,-2.1
C[C@@H]1CC=C[C@H]2[C@H]1C(=O)N(Cc1ccccc1)[C@H]2c1ccc2ccccc2c1,-4,1,-8,-2,6,-32,4,-3,0.3,5.8
Cc1ccccc1NC(=O)C(=O)Nc1ccccc1C,-3,-2,-10,0,0,6,-1,-8,-0.3,-1.2
CCN(CC(=O)NCc1cccs1)C(=O)c1cc(S(=O)(=O)NCc2ccccc2)ccc1C,-2,5,2,-1,-4,12,11,3,-1.9,-2.2
COc1ccc(C2=NN(CC(=O)NCC(OC)OC)C(=O)CC2)cc1,-3,-1,-2,1,-3,9,13,1,-0.3,-2.0
CC(=O)N1CCN(C(=O)c2ccc(NS(=O)(=O)c3ccc4c(c3)OCCO4)cc2)CC1,18,7,3,-3,-2,11,4,6,-1.1,-2.0
CC(NC(=O)C1CCN(C(=O)[C@@H]2Cc3ccccc3CN2C(=O)OC(C)(C)C)CC1)c1ccccc1 (some centres not stated),·,0,1,0,0,5,9,-13,-1.7,-1.0
O=C(CSc1nnnn1Cc1ccccc1)NCCc1ccccc1,-3,4,0,-3,2,8,6,-6,0.0,-1.4
O=C(CSc1nnc(NC(=O)c2ccc(F)cc2)s1)NC1CCCC1,1,1,-10,-3,3,17,-9,9,1.7,-3.2
COc1cc2cc(CN(Cc3cccnc3)C(=O)Nc3ccccc3)c(=O)[nH]c2cc1OC,·,4,-3,-2,3,8,31,-6,-1.0,-1.6
CC(NC(=O)c1cccs1)C(=O)NC1=NCCS1 (configuration not stated),0,-2,1,1,4,23,10,-4,0.0,-5.0
COc1cc(OC)c(OC)cc1CN1CCN(Cc2ccc(C(F)(F)F)cc2)CC1,-1,5,-1,-1,2,-2,-7,-4,-0.1,0.4
Cc1cccc(C(=O)NCC(=O)OCC(=O)N2CCCCC2)c1,3,-2,-2,1,3,7,1,3,1.6,-1.5
CON(C)C(=O)/C=C/CCCCNC(=O)OC(C)(C)C,-2,1,-1,2,7,26,9,8,1.7,-5.6
CC(C)c1ccc(NC(=O)CN(Cc2ccccc2)S(C)(=O)=O)cc1,-2,-5,-1,3,-2,-13,17,-5,0.2,2.2
O=C(CN1c2cccc3cccc(c23)S1(=O)=O)NCc1ccc2c(c1)OCO2,-2,2,0,4,1,-9,-3,-2,-2.3,1.5
CCOC(=O)c1c(NC(=O)COC(=O)Cc2ccccc2[N+](=O)[O-])sc(C(=O)N(C)C)c1C,-4,-2,22,3,-2,10,6,-7,-3.9,-1.5
CCOC(=O)C1=C(C)Nc2ncnn2C1c1ccc(N(C)C)cc1 (configuration not stated),-5&-2,-2&0,0&7,-3&-5,1&-2,16&6,-5&0,1&-7,-0.9&-0.5,-3.2&-1.0
CCOCCc1nnc(NC(=O)CCC2CCCCC2)s1,74*,1,3,-3,-1,-11,2,-6,-6.3,2.2
CN(C)S(=O)(=O)c1ccc(Cl)c(NC(=O)COC(=O)/C=C/c2cnc3ccccc3n2)c1,0,0,3,-6,-3,1,9,1,1.9,-0.2
CCOC(=O)C(NC(=O)CC(C)C)(Nc1sc(C)c(CC)c1C#N)C(F)(F)F (configuration not stated),-5,-4,5,4,0,13,10,-8,2.4,-2.5
Cn1c(=O)c2c(nc(Br)n2CC(=O)C23CC4CC(CC(C4)C2)C3)n(C)c1=O,-2,-4,-2,-4,-3,7,2,2,0.9,-1.4
COc1cnn(-c2ccc([N+](=O)[O-])cc2)c(=O)c1Cl,·,0,1,3,6,13,-9,-1,-1.4,-2.5
COc1ccc(S(=O)(=O)N2CCCC(C(=O)NCc3cccnc3)C2)cc1 (configuration not stated),-3,-2,1,0,-4,9,11,-7,-0.7,-1.7
CCOc1ccccc1NC(=O)C(OC(=O)c1ccccc1NS(=O)(=O)c1cccs1)c1ccccc1 (configuration not stated),-1,1,5,8,3,11,-12,4,-1.3,-2.0
O=Cc1ccc(-n2cc(C=O)c3ccccc32)cc1,7,1,-2,1,3,6,-7,-3,0.8,-1.3
O=C(COc1ccc(S(=O)(=O)N2CCCC2)cc1)NCC1CCCO1 (configuration not stated),-1,16,2,0,2,11,-4,-6,-0.1,-1.9
Cc1nnc2n(-c3ccccc3)c(=O)c3c4c(sc3n12)COC(C(C)C)C4 (configuration not stated),-3,0,8,-1,1,10,10,-2,-1.8,-1.8

# (listing goes on)
Structure,CAL PDZ FP,V-ATPase pHluor,cardiac RTF act,Keap1 Nrf2 FP,HTR5A ag,OPRM1-OPRD1 inv,HTR5A inv ag,RTF Ca sens inh,C-LANA FP,MOR-DOR ag
CC1CN(S(=O)(=O)c2cccc(C(=O)NNC(=O)C(C)Oc3ccccc3F)c2)CC(C)O1 (configuration not stated),-2,-2,5,-3,-2,4,10,-24,0.0,-0.6
Cc1onc(-c2c(F)cccc2Cl)c1C(=O)NCC1COc2ccccc2O1 (configuration not stated),0,-2,-1,-4,-5,3,-6,-1,0.3,-0.6
O=C(c1ccccc1Oc1nnnn1-c1ccccc1)N1CCOCC1,-1,0,-4,1,-3,18,7,2,2.1,-3.0
CCCCCC(=O)Nc1nc(C)c(-c2csc(Nc3cc(Cl)ccc3OC)n2)s1,-5,-1,3,-4,5,3,-20,1,0.1,-0.4
CCOc1ccc(NC(=O)CCNS(=O)(=O)c2ccc3c(c2)CC(C)N3C(C)=O)cc1 (configuration not stated),-3,-4,1,4,-7,14,-11,-2,0.3,-2.9
Cn1c(CNC(=O)c2ccc3c(c2)OCO3)nnc1SCC(=O)Nc1ccc(F)cc1,-10,1,-2,-1,0,13,0,5,1.2,-2.0
Cc1ccc(Cn2nnc3c(=O)n(CC(=O)OCc4ccccc4)cnc32)cc1,-3,2,2,3,-1,-4,7,-6,-2.1,0.8
COc1ccc(N2CCN(C(=O)c3cc(C)on3)CC2)cc1,0,2,-4,2,-2,14,5,-5,1.9,-2.5
